# MEKK2wt PB1 HTS – modulators of MEK5 binding to wildtype MEKK2, primary screen, biochemical, multiplex bead flow cytometry, Alexa488-MEK5 | Mitogen-activated protein kinase kinase kinase 2 (Homo sapiens), Q9Y2U5 | 290,000 tested, 1.1% active | AID 1531, 2009 | binding response (% of control), % at 10 µM | Alexa488-MEK5 binding to MEKK2 WT; actives lie on both sides; in the data active means binding response below about 67% or above about 130%
# PfM18AAP inh – PfM18AAP inhibitors, malaria aminopeptidase, primary screen, biochemical, QFRET, recombinant enzyme. H-Glu-NHMec fluorogenic cleavage. M18 aspartyl aminopeptidase (Plasmodium falciparum 3D7). 290,000 tested, 1.2% active. inhibition, % at 7.35 µM;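 active means inhibition above the campaign mean inhibition over all tested compounds plus 3 SD, cut at about 28% in these data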;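 further: 0% = plate median of test compound wells and 100% = 2 mM ZnCl2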
# HCV NS3 hel inh – inhibitors of HCV NS3 helicase, primary screen, biochemical, Cy5 molecular beacon fluorescence; Hepatitis C virus NS3 helicase; 290,000 tested, 0.56% active; inhibition, % at 10.9 µM; NS3 helicase DNA unwinding;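 active means inhibition above the mean of all tested compounds plus 3 SD, set per campaign, cut at about 35% in these data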;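 further: 0% = DMSO wells and 100% = thioflavine S control wells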
#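 Compound dosing – single dose, 10.9 µM nominal final, DMSO 0.8% final · System – NS3 helicase fragment of HCV · Buffer or medium – MOPS pH 6.5, MgCl2, DTT, Tween20, BSA · Signal – Cy5 beacon fluorescence read at start and 1 h · Also added – annealed dual-labelled DNA beacon duplex, ATP-started · Schedule – 1 h at 25 °C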
# SUMO HTRF inh – inhibitors of in vitro SUMOylation cascade, primary screen, biochemical, HTRF, uHTS | SUMO-conjugating enzyme UBC9 (Homo sapiens), P63279 | HTRF SUMOylation assay, SAE1/SAE2 + UBC9 | inhibition, % at 35 µM | 290,000 tested, 0.36% active; in the data active means inhibition above about 50%, passing the limit was not always enough; further: strong numbers were not always called active
# Target sequence (P63279 whole entry, looked up): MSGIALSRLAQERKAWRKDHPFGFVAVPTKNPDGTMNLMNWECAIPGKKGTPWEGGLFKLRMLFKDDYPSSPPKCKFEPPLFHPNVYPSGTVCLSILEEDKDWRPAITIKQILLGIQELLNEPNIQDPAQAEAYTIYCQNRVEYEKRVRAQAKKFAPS
# DNA FID counter – compounds displacing fluorescent DNA intercalator, primary screen, artefact control for HCV NS3 helicase inhibitor project, biochemical, FID fluorescence; DNA fluorescent intercalator displacement; inhibition, % at 7.9 µM; 290,000 tested, 0.17% active; AID 1845, 2009; in the data active means inhibition above about 37%;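 further: 0% = vehicle and 100% = reference compound; higher means more ethidium bromide displaced from hairpin DNA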
# NALP1 yeast inh – NALP1 inflammasome inhibitors in reconstituted yeast, colorimetric, S. cerevisiae, triplicate retest; inhibition, % at 10 µM; 280,000 tested, 0.61% active; S. cerevisiae NALP1/ASC/caspase-1 growth, X-gal OD620, 72 h; in the data active means inhibition mostly above about 24%, no sharp cut-off; inactive means mostly below about 32%; further: some compounds called inactive have numbers as strong as hits
# IMP-1 inhibitor – IMP-1 metallo-beta-lactamase inhibitors, primary screen, biochemical, epi-absorbance readout, Pseudomonas aeruginosa enzyme; metallo-beta-lactamase IMP-1 (Pseudomonas aeruginosa); purified IMP-1, nitrocefin hydrolysis, epi-absorbance fluorescence; inhibition, % at 5.6 µM; 290,000 tested, 0.45% active;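 active means inhibition above the mean plus 3 SD of all compounds in the same screening run, cut at about 4.5% in these data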;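 further: 0% = IMP-1 with DMSO and 100% = DMSO wells lacking enzyme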
#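 Test system: recombinant IMP-1 enzyme, purified / Medium: HEPES buffer pH 7.1 with ZnSO4 and Brij 35 / Doses: single dose, 5.6 µM / Times: 25 °C, 15 min preincubation, 25 min reaction / Detection: Epi-absorbance via hydrolysed-nitrocefin quenching of white-plate fluorescence, 480/530 nm, EDTA stop / Evaluation: percent inhibition from optical density relative to buffer-blank wells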
# MEKK2mut PB1 HTS – MEK5 binding signal on mutant MEKK2 PB1, primary screen, biochemical, multiplex bead flow cytometry, Alexa488-MEK5. percent response, % at 10 µM. Alexa488-MEK5 binding to MEKK2 mutant. 290,000 tested, 0.35% active; in the data active means percent response above about 24%, passing the limit was not always enough; further: inactives centre near 1; some results filed as inactive read as strong as hits
# VIM-2 inhibitor – VIM-2 metallo-beta-lactamase inhibitors, primary screen, biochemical, epi-absorbance readout, Pseudomonas aeruginosa enzyme; AID 1527, 2009; inhibition, % at 5.6 µM; purified VIM-2, nitrocefin hydrolysis, epi-absorbance fluorescence; 290,000 tested, 0.89% active;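 active means inhibition above the mean of all tested compounds plus 3 SD, cutoff set per screening run, cut at about 7.5% in these data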;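 further: red hydrolysis product quenches plate fluorescence so inhibitors raise well fluorescence; 0% = enzyme with DMSO and 100% = DMSO without enzyme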
# An asterisk follows results filed as active; nt = no result given; & = joins results of further samples. Not a hit list. About 4.7% of those tested had a hit in this group.
Compound	MEKK2wt PB1 HTS	PfM18AAP inh	HCV NS3 hel inh	SUMO HTRF inh	DNA FID counter	NALP1 yeast inh	IMP-1 inhibitor	MEKK2mut PB1 HTS	VIM-2 inhibitor
CCn1c(N)[n+](CC(=O)Nc2ccc(SC(F)F)cc2)c2ccccc21	129.0	0.2	-69.4	15.1	25.2	nt	-3.5	16.0	-0.8
CC(C)CCOP(=O)(c1ccc(N(C)C)cc1)C(O)c1ccc(Cl)cc1Cl (centres undefined)	101.0	0.4	-26.7	-18.0	-29.4	-51.3	-1.5	2.0	-2.8
CN(C)CC(=O)Nc1ccc(Oc2ccc(Cl)cc2)cc1	122.0	-7.2	-50.4	2.8	20.2	9.8	-1.4	10.0	-1.4
CC(=O)NC(Cc1cccc(F)c1)C(=O)NC1CCN(C(=O)Nc2ccccc2)CC1 (centres undefined)	105.0	2.5	-2.1	9.4	-8.0	3.5	-1.1	2.0	0.0
CCC(C)(C)NC(=O)C(c1sccc1C)N(Cc1ccco1)C(=O)c1csnn1 (centres undefined)	98.0	1.6	-4.2	12.0	-33.6	-11.6	-1.9	-1.0	-0.6
O=C(c1ccccc1-c1nc2ccccc2[nH]1)N1CCOCC1	99.0	1.1	3.4	-2.0	1.4	-2.2	-1.4	-2.0	-0.8
O=C1NC2=C(C(=O)OC2)C(c2ccc(OC(F)(F)F)cc2)N1 (centres undefined)	102.0	-11.9	10.6	21.7	3.7	nt	-1.7	-4.0	-2.5
COc1ccccc1NC(=O)NCC(=O)Nc1ccc(F)c(F)c1	106.0	-6.0	5.8	16.4	-1.6	8.8	-1.6	8.0	0.1
Cc1nc(S/C(=C/c2ccc(-c3ccc(Cl)cc3)o2)C(=O)O)n[nH]1	94.0	0.2	1.9	-20.9	-7.1	-1.6	-6.0	-8.0	-5.1
Oc1ccc(NC(=S)Nc2ccccc2)cc1	85.0&95.0	10.6&13.1	5.2&-0.7	8.6&19.6	-3.8&-0.9	-9.9&-6.9	-1.1&-2.6	-21.0&-2.0	0.2&-2.9

# Reprinted from the part before: 2 compounds, then new ones.
Compound	MEKK2wt PB1 HTS	PfM18AAP inh	HCV NS3 hel inh	SUMO HTRF inh	DNA FID counter	NALP1 yeast inh	IMP-1 inhibitor	MEKK2mut PB1 HTS	VIM-2 inhibitor
Cc1nc(S/C(=C/c2ccc(-c3ccc(Cl)cc3)o2)C(=O)O)n[nH]1	94.0	0.2	1.9	-20.9	-7.1	-1.6	-6.0	-8.0	-5.1
Oc1ccc(NC(=S)Nc2ccccc2)cc1	85.0&95.0	10.6&13.1	5.2&-0.7	8.6&19.6	-3.8&-0.9	-9.9&-6.9	-1.1&-2.6	-21.0&-2.0	0.2&-2.9
CCCCCOC(=O)C1=C(C)NC(=O)NC1c1ccc([N+](=O)[O-])cc1 (centres undefined)	102.0	-5.7	0.8	-0.9	-10.2	14.5	1.2	1.0	-0.5
COCCCn1cc(C(=O)c2cc(OC)ccc2OCC(=O)N2CCCCC2C)cc(C#N)c1=O (centres undefined)	102.0	0.2	-8.7	8.3	-29.5	-6.5	-3.4	-1.0	-3.0
COc1ccccc1CNC(=O)CCn1c(=O)sc2ccccc21	108.0	0.9	0.1	4.2	-8.9	3.6	-1.6	5.0	-4.5
O=C1CC(c2ccc(OCCCCCOc3ccc(C4CC(=O)NC4=O)cc3)cc2)C(=O)N1 (centres undefined)	85.0	-2.4	-5.0	4.6	-27.9	11.9	0.9	-13.0	-0.1
CC(C)Sc1nc(SCC(=O)NCc2ccco2)c2c3c(sc2n1)COC(C)(C)C3	100.0	5.3	6.8	-25.1	-20.8	20.6	-2.9	8.0	0.8
CC(C)(C)C(=O)Nc1ccc(F)cc1[N+](=O)[O-]	101.0	5.2	-8.9	-3.4	0.7	-0.5	-0.2	-5.0	-2.2
O=C(CCc1ccccc1)N=C1SC2CS(=O)(=O)CC2N1c1ccccc1F (centres undefined)	103.0	2.1	8.3	nt	-46.7	16.7	-1.0	2.0	0.3
O=C(c1ccco1)N1CCN(C(=O)C2CCCO2)CC1 (centres undefined)	82.0	-3.3	5.9	13.5	-0.9	-12.5	-1.6	-6.0	-3.2
CCOC(=O)C1CCCN(C(=O)Cn2nc(C)c3c(C)n(-c4ccccc4)nc3c2=O)C1 (centres undefined)	99.0	0.4	4.4	8.6	-39.0	23.9	-3.4	0.0	-0.3
O=C(N=Nc1c(O)[nH]c2ccc(Cl)cc12)c1cc(-c2cccs2)nc2ccccc12	89.0	-2.0	8.1	1.6	-3.3	25.6	-2.2	-2.0	-2.0
COC(=O)N1CN(C(=O)OC)CN(C(=O)OC)C1	102.0	3.3	-2.2	-4.6	-2.6	-11.5	-5.0	6.0	-1.8
COc1ccc(S(=O)(=O)Nc2cccc(C)n2)c2ccccc12	95.0	3.5	-10.3	24.4	-11.2	-2.9	-2.7	-9.0	-1.4
CC1(C)CC(=O)c2cc(OCC(=O)NCCN3CCCc4ccccc43)ccc2O1	101.0	-2.8	5.4	18.7	-1.2	12.6	-3.6	-1.0	-2.9
O=C(c1cc(-c2ccc3c(c2)OCO3)on1)N1CCCCC1	102.0	-5.9	1.9	14.8	-22.0	23.5	-1.5	2.0	1.1
COc1ccc(S(=O)(=O)N(C)CC(=O)NC2CCCC2)cc1OC	104.0	-0.2	1.1	8.5	-9.2	8.4	-3.1	5.0	-2.5
CCC(Sc1nc2ccccc2c(=O)[nH]1)C(=O)O (centres undefined)	95.0	4.4	-6.7	-7.0	-0.4	13.1	-4.2	2.0	2.2
COc1cc(NC(=O)CCC(=O)Nc2ccc3nc(N4CCOCC4)cc(C)c3c2)cc(OC)c1OC	105.0	4.1	-8.8	-2.9	-8.2	4.4	-2.1	2.0	-2.2
Oc1c(C(c2ccccc2Cl)N2CCCC2)ccc2cccnc12 (centres undefined)	100.0	5.1	10.0	-40.6	-9.9	26.5	-1.5	-6.0	-0.4
Cc1cccc(NC(=O)CSCc2cc(=O)n3ccsc3n2)c1C	102.0	-0.3	6.7	-10.9	-9.9	-2.9	-1.9	-2.0	0.1
O=c1[nH]cnc2c1sc(=S)n2-c1ccccc1	95.0	12.2	-0.9	-4.1	1.3	0.0	-0.4	0.0	1.7
COc1ccc(N2CCN(C(=O)C3CCN(C(=O)c4ccc([N+](=O)[O-])cc4)CC3)CC2)cc1	102.0	0.8	3.8	1.3	-25.2	7.2	-2.5	7.0	-3.1
O=C(Cc1c(F)cccc1Cl)NCCc1c[nH]c2ccccc12	94.0	4.9	-4.4	-10.8	-9.8	7.9	-1.5	-5.0	0.6
O=C(COc1ccc(Cl)cc1)N1CCN(S(=O)(=O)c2ccc(Cl)cc2)CC1	92.0	2.1	0.9	-15.7	-8.5	35.3	-3.4	-10.0	-1.2
COc1ccc(C2C(C(=O)OCC(=O)Nc3ccc(C)cc3)CCC(=O)N2c2ccc(OC)cc2)cc1 (centres undefined)	99.0	-7.8	-11.1	11.4	-38.5	0.8	-1.0	6.0	-0.8
O=C(CSc1ncn[nH]1)N1CCN(c2nnc(-c3ccccc3)c3ccccc23)CC1	99.0	24.2	0.3	3.3	-26.8	28.2	-1.6	-1.0	-2.6
O=C(CN1CCCC1)Nc1ccc(NC(=O)Nc2ccccc2)cc1	113.0	4.6	-7.2	1.5	4.4	1.7	-1.7	8.0	-3.0
Cc1nc2ccccc2nc1CSc1nncs1	99.0	-6.6	8.2	7.0	-1.6	3.5	-0.6	-2.0	-1.5
CC(=O)Oc1ccc(-c2csc(Nc3ccc(S(N)(=O)=O)cc3)n2)cc1	96.0	18.6	-5.8	11.5	-7.3	13.7	-2.0	3.0	-4.0
COc1ccc(OC)c(C2CC(c3ccccc3)=NN2C(=S)Nc2ccccc2)c1 (centres undefined)	99.0	2.4	-1.2	-14.4	-0.7	-4.4	-2.1	5.0	-2.4
COc1ccccc1-c1nc(SCC(=O)N2CCOCC2)n[nH]1	102.0	2.2	10.1	-16.6	-1.6	13.7	-1.6	-2.0	-0.1
COC(=O)c1ccc(NC(=O)CCN2CCOCC2)cc1	97.0	-4.2	8.4	8.3	-9.0	-0.2	-4.2	2.0	-2.8
Cc1ccc(CN(c2ccc(C(=O)NCC3CCCO3)cc2)S(C)(=O)=O)cc1 (centres undefined)	99.0	-2.9	0.3	8.2	-21.8	10.9	-2.0	-2.0	-5.0
CC(=O)c1cccc(NC(=O)CN(C)S(=O)(=O)c2ccc3c(c2)CC(C)N3C(C)=O)c1 (centres undefined)	109.0	9.6	1.9	8.4	-35.7	-1.1	-3.2	4.0	-6.5
CSc1ccccc1NC(=O)Nc1cccc(F)c1	105.0	1.9	1.4	-26.1	2.2	-2.9	-1.8	10.0	-1.5
O=C(c1cccc(NS(=O)(=O)c2ccc(F)c(F)c2)c1)N1CCN(Cc2ccccc2)CC1	100.0	-1.9	-10.7	8.6	-23.6	nt	-1.1	-2.0	-3.8
Cc1cc(NC(=O)c2ccc(Cl)cc2Cl)n(CCC#N)n1	83.0	7.0	-4.1	15.3	-8.8	5.7	-3.0	-10.0	-3.3
FC(F)Sc1ccc(-n2cc(-c3ccccc3)[n+]3c2CCC3)cc1	98.0	0.3	-0.5	-7.0	2.1	12.8	-2.0	-1.0	-3.6
COc1ccc(-n2nc(C(=O)NCC(=O)N3CCN(c4ccccc4)CC3)c3ccccc3c2=O)c(OC)c1	107.0	-13.6	-14.2	4.0	-38.3	20.3	-0.5	0.0	-0.6
Cc1ccc(C)c2[nH]c(=O)c(CN(CCN3CCOCC3)Cc3nnnn3CC3CCCO3)cc12 (centres undefined)	98.0	-1.0	1.6	-2.9	1.8	28.5	-2.6	-2.0	-2.4
Cc1cccc(OCC(O)Cn2ccnc2C)c1 (centres undefined)	116.0	-0.8	-27.9	3.9	-2.3	8.9	-5.2	4.0	-1.3
CCOc1ccc(N(CC(=O)NC2CC3CCC2C3)S(=O)(=O)c2ccccc2)cc1 (centres undefined)	101.0	-4.3	-18.6	1.0	-39.6	5.5	-1.6	-4.0	-0.7
O=c1oc2ccccc2c(Nc2ccccc2O)c1[N+](=O)[O-]	93.0	10.7	5.4	14.9	6.2	-5.5	-2.8	-10.0	-2.3
CC(C)CN1CCC(=O)N(CCO)CC1	108.0	-2.7	8.8	1.7	-6.2	-4.7	-3.3	2.0	-4.8
Nn1cnc2scc(-c3ccc(Cl)cc3)c2c1=O	112.0	1.1	8.8	10.5	-0.8	7.1	-3.4	7.0	-0.7
O=C(O)CCCNC(=O)c1nn(Cc2ccccc2)c(=O)c2ccccc12	99.0	-10.6	2.6	10.5	-12.3	18.9	-0.9	4.0	-2.8
